p53 reactivation = restores transcriptional activity of mutant p53. H1299 p53-A138V BP100-luciferase reporter, luminescence, 24 h. Potency, µM (top dose mostly 92.2 µM), inactives show top-dose activity change, positive = activation, hits mostly activators. hit rate 0.063% among 320,000; note: % of control where 0% means no effect; nearly all actives have a fitted effect of over 45% in size
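p53-null H1299 cells stably carrying temperature-sensitive p53-A138V and a BP100-luciferase reporter were pinned with compounds (4-point, 1:5 series) and held 24 hrs at 37 deg C. Luminescence was read 10 min after detection reagent.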
NPC1 prom act = NPC1 promoter activation; hit rate 2.4% among 320,000; Huh7 NPC1 promoter luciferase reporter, 24 h; AID 485313; Potency, µM (top dose mostly 9.22 µM), inactives show at the top dose activation, actives largely listed as activators;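 note: % of control where 0% means no effect; nearly all actives have a fitted effect of over 60% in size; reporter is driven by a mutant NPC1 promoter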
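In 1536-well qHTS, Huh7 cells harboring an NPC1 promoter–luciferase construct received compound for 24 h; activation was quantified by luminescence following luciferase reagent addition.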
MBNL1-CUG inh = blocks human MBNL1 binding to CUG repeat RNA. Q9NR56. TR-FRET MBNL1-His/biotin-(CUG)12 binding, 665/545 ratio. Potency, µM (top dose mostly 57.5 µM), inactives show at the top dose activity change, negative = inhibition, usual class: inhibitors. hit rate 0.036% among 280,000. AID 2675; active = well fitted inhibition curve with a large enough effect in the signal ratio, with a control signal flat, not every such curve was filed as active; inconclusive = small, poorly fitted or top-dose-only effect, or effect the other way, or a change in a side signal; inactive = no such curve, though single readings can be large or run the other way; the % refers to the signal ratio; note: % is set by controls: 0 for no effect and ±100 for the full control effect
Target sequence (Q9NR56 whole entry, looked up): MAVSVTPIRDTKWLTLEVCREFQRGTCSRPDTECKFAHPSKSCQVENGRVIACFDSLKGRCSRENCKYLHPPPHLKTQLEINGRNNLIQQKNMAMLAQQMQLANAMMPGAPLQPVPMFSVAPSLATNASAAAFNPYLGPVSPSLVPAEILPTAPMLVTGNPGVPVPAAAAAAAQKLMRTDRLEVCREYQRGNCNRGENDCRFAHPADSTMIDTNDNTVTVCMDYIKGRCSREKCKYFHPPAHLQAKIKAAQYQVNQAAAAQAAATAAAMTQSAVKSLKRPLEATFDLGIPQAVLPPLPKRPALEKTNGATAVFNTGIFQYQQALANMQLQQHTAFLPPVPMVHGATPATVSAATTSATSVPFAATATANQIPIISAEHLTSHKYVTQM
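TR-FRET readout: Ex 340 nm, 665/545 nm emission ratio, normalized to buffer-only (basal) and MBNL1-(CUG)12 controls. Complex of MBNL1-His with Biotin-(CUG)12, compounds 92 nM–58 uM, incubated 60 min at room temperature.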
uPA generation = inhibitors of cell surface uPA generation; cell surface uPA generation assay, qHTS; Potency, µM (doses to about 38.3 µM), for the others: top-dose activity change, negative = inhibition, most hits filed as inhibitors; hit rate 0.31% among 330,000; active = well fitted inhibition curve with a large enough effect; inconclusive = small, poorly fitted or top-dose-only effect; inactive = no such curve, though single readings can be large or run the other way; tested in mouse RAW 264.7 cells; note: % is set by controls: 0 for no effect and ±100 for the full control effect; nearly all actives have a fitted effect of over 55% in size
VP16 counter = Gal4-VP16 reporter inhibition counter-screen. Drosophila S2 Gal4-VP16 UAS-luciferase, luminescence, 20 h. hit rate 3.5% among 310,000. Potency, µM (titrated, usually from 53.6 µM), inactives show top-dose activity, negative = inhibition, actives largely listed as inhibitors. AID 2546;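 note: Gal4-VP16 expression switched on by copper sulfate through the metallothionein promoter; % is set by controls: 0 for no effect and ±100 for the full control effect; nearly all actives have a fitted effect of over 50% in size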
Rab9 prom act = Rab9 promoter activation; Huh7 Rab9 promoter-luciferase reporter, luminescence, 24 h; Potency, µM (highest dose often 9.22 µM), without a hit: top-dose activation, negative = inhibition, hits mostly activators; hit rate 2.8% among 320,000; AID 485297; note: % of control where 0% means no effect; nearly all actives have a fitted effect of over 60% in size
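Measured in stably transfected Huh7 cells bearing a Rab9 promoter–luciferase construct: 24 h compound treatment at 37 °C, followed by luminescence detection.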
ELG1 genotoxic = induces genotoxicity in HEK293T cells with luciferase-tagged ELG1; HEK293T ELG1-luciferase reporter, luminescence, 16 h; Potency, µM (top dose mostly 46 µM), for inactives: top-dose activity change, positive = activation, actives largely listed as activators; hit rate 1.3% among 330,000; note: % of control where 0% means no effect; nearly all actives have a fitted effect of over 60% in size
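Genotoxic stress is detected as increased luminescence from luciferase-tagged ELG1 in HEK293T cells, measured with ONE-Glo after a 16 hr treatment at 37 °C.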
BRCA1 expr up = increases BRCA1 expression. hit rate 1.1% among 380,000. Potency, µM (highest dose often 46.1 µM), for inactives: at the highest dose activation, actives largely listed as activators. MCF7-BRCA1-FFLuc reporter, luminescence, 48 h; response scale: scaled: vehicle 0%, 10 µM genistein 100%; note: nearly all actives have a fitted effect of over 80% in size; some results filed as inactive show a strong effect at the top dose
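48 h compound treatment of MCF7-BRCA1-FFLuc cells (phenol-red free MEM, 37 °C), then 15 min with luciferase substrate and luminescence imaging.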
FLuc modulator = firefly luciferase modulation, counter-screen for miR-21 project; hit rate 6.9% among 360,000; AID 588342; Potency, µM (highest dose often 57.5 µM), without a hit: at the highest dose activity change, negative = inhibition, actives largely listed as inhibitors; P08659; purified FLuc, Km substrates, luminescence inhibition;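 note: plate controls were vehicle for no effect and reference inhibitor for full effect; nearly all actives have a fitted effect of over 55% in size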
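Biochemical qHTS of compounds, final roughly 60 µM downward over six points, against 10 nM purified firefly luciferase using Km concentrations of substrates (10 uM D-luciferin, 10 uM ATP) in Tris acetate pH 7.5 buffer; luminescence output.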
RORg inh = blocks mouse ROR gamma transcriptional activity. Potency, µM (doses to about 53.6 µM), inactives show top-dose activity change, negative = inhibition, most hits filed as inhibitors. hit rate 5.4% among 310,000. AID 2551. Drosophila S2 Gal4-RORgamma UAS-luciferase reporter, 20 h; note: % is set by controls: 0 for no effect and ±100 for the full control effect; nearly all actives have a fitted effect of over 60% in size
Target sequence (P51450 whole entry, looked up, the tested form may be a part): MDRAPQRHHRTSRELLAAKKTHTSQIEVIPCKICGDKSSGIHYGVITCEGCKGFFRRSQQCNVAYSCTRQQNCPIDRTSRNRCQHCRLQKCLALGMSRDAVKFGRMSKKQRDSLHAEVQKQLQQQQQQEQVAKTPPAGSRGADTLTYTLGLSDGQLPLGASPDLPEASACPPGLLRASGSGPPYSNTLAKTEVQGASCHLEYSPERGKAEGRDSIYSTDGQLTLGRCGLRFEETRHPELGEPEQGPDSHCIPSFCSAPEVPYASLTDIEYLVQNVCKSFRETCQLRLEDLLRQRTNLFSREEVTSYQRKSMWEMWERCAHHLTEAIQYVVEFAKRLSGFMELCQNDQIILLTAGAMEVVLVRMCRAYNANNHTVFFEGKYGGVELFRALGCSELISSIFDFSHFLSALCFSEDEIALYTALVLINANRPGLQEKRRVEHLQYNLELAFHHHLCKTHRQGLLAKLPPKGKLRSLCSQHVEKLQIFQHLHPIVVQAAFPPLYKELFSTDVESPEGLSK
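Luminescence from a UAS-regulated Photinus luciferase reporter in stably transfected Drosophila Schneider cells is measured; decreased signal marks ROR gamma inhibition. Fusion expression is induced by 700 uM copper sulfate for 20 hr.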
Active calls of the source: *; ? = inconclusive; . = not tested or not shown; [ ] = dose if it differs, or a comment. Unless noted, calls come from the whole dose curve; as a rule, active = well fitted curve in the direction sought with a large enough effect; inconclusive = small, poorly fitted or top-dose-only effect, or another doubt; inactive = no such curve, though single readings can be large; an effect the other way counts as inactive or inconclusive. Potency is the fitted concentration of half-maximal effect. Hits appear at their usual frequency, and some 13% of all compounds hit somewhere here.

SMILES	p53 reactivation	NPC1 prom act	MBNL1-CUG inh	uPA generation	VP16 counter	Rab9 prom act	ELG1 genotoxic	BRCA1 expr up	FLuc modulator	RORg inh
Cn1ncc2c(Nc3cccc([N+](=O)[O-])c3)ncnc21	8%	-2%	?	-18%	3%	4%	5%	-10%	-1%	27%
Cc1cccc(C(=O)Nc2ccccc2C(=O)Nc2ccc(C(=O)O)cc2)c1	?	-3%	-2%	-7%	2%	9%	9%	41%	6.7µM*	10%
Cc1ccc(C)c(S(=O)(=O)Nc2ccccc2C(=O)Nc2cc(C)on2)c1	1%	-5%	2%	9%	-9%	3%	-7%	-35%	-2%	-36%
N#CC1(C#N)COC23CCCCC2C1(C#N)C(=N)O3 (stereo unspecified)	7%	-24%	?	-2%	-15%	-1%	8%	0%	3%	9%
COc1cccc(C(CNC(=O)c2ccc(Cl)c(S(=O)(=O)N3CCCC3)c2)N(C)C)c1 (stereo unspecified)	1%	.	.	-7%	.	.	-1%	-16%	.	.
COc1ccc(C(=O)NCC2(N3CCCCC3)CCCCC2)cc1S(=O)(=O)N(C)C	-1%	-4%	1%	-3%	0%	-1%	2%	-26%	-3%	9%
Cc1cccc(N2C(=O)C3C4C=CC(C5CC45)C3C2=O)n1 (stereo unspecified)	3%	-2%	.	-1%	0%	-1%	2%	-4%	8%	-1%
CCOc1ccc(-n2nc3ccc(NC(=O)c4ccc5c(c4)OCCO5)cc3n2)cc1	-18%	-3%	1%	9%	11µM*	-8%	-1%	-85%	-23%	10µM*
COc1ccc(CNC(=O)CCCSc2ccccc2)cc1	-2%	4%	-3%	1%	1%	7%	4%	-3%	-17%	-7%
O=C(COC(=O)[C@@H]1CC(O)CN1S(=O)(=O)c1ccc(Cl)cc1)NC(=O)NCc1ccccc1 (stereo partly specified)	-5%	-1%	.	4%	.	0%	0%	-5%	-1%	.
CC1Cc2nc(SCC(=O)N3CCc4ccccc43)n(C)c(=O)c2S1 (stereo unspecified)	-2%	1%	6%	5%	7%	0%	1%	-20%	4%	45%
CCN(CC)CCn1c2c(c(SCC(=O)Nc3ccc(C)c(F)c3)nc1=O)CCCC2	-4%	-6%	.	-3%	.	-1%	0%	-29%	2%	.
CC(C)CN(C(=O)C(c1ccccc1)c1ccccc1)c1c(N)n(CC(C)C)c(=O)[nH]c1=O	-3%	-7%	1%	-1%	4%	1%	-1%	-3%	-2%	6%
Cn1c(=O)c2c(nc(NCCCO)n2C/C=C/c2ccccc2)n(C)c1=O	-5%	-2%	-2%	5%	?	-6%	1%	-38%	2%	?
O=C(CCC1CC(=O)Nc2ccccc21)NCc1ccccc1 (stereo unspecified)	3%	-2%	-10%	.	-3%	1%	5%	15%	0%	-13%
COc1cccc(N2CCN(C(=O)c3ccc(CS(=O)Cc4ccc(Cl)cc4)o3)CC2)c1 (stereo unspecified)	-20%	-1%	-11%	1%	-7%	-1%	-10%	-5%	1%	27%
O=C1CC(NS(=O)(=O)c2cccnc2)CN1c1cccc(F)c1 (stereo unspecified)	-3%	0%	.	-2%	.	2%	-8%	9%	-1%	.
O=C(Cn1c(C(=O)NCC2CCCO2)cc2sccc21)c1ccccc1 (stereo unspecified)	-4%	2%	-11%	.	-2%	-2%	-2%	-12%	-2%	-11%
COCc1ccc(CN2CCC(Oc3ccc(C(=O)NCc4ccccn4)cc3)CC2)o1	13%	-3%	-5%	-6%	1%	-1%	-1%	-6%	5%	-8%
Cc1ccc(S(=O)(=O)Nc2ccc(NC(=O)c3ccc(F)cc3)cc2)cc1	-2%	-4%	8%	9%	-9%	4%	0%	1%	-1%	10%

Three compounds out of the list above, arranged by their value in NPC1 prom act, highest first.
Structure | NPC1 prom act
COc1ccc(CNC(=O)CCCSc2ccccc2)cc1 | 4%
CC1Cc2nc(SCC(=O)N3CCc4ccccc43)n(C)c(=O)c2S1 (stereo unspecified) | 1%
Cn1ncc2c(Nc3cccc([N+](=O)[O-])c3)ncnc21 | -2%

Other compounds follow.
SMILES	p53 reactivation	NPC1 prom act	MBNL1-CUG inh	uPA generation	VP16 counter	Rab9 prom act	ELG1 genotoxic	BRCA1 expr up	FLuc modulator	RORg inh
O=[N+]([O-])c1ccccc1S(=O)(=O)NCc1ccco1	5%	-3%	13%	-2%	19%	-5%	-2%	2%	2%	-12%
CCCCC(CC)C(=O)NCC(C)NC(=O)C(CC)CCCC (stereo unspecified)	9%	-1%	-16%	1%	-23%	-4%	-1%	-34%	1%	3%
COc1ccc(OS(=O)(=O)c2c(C)noc2C)cc1	4%	0%	-5%	4%	-4%	-4%	1%	-4%	5%	-21%
CC12CC(NC(=O)N1c1ccc(C(=O)N3CCN(c4ccc(F)cc4)CC3)cc1)c1ccccc1O2 (stereo unspecified)	-3%	1%	-3%	-18%	2%	1%	-10%	-28%	11%	?
O=C(CSc1ccc(-c2cccnc2)nn1)N1CCCCC1	?	0%	-8%	1%	-10%	0%	3%	-2%	0%	-22%
CCOc1ccccc1NC(=O)N1C2CCCC1CC(NC(=O)C1CC1)C2 (stereo unspecified)	15%	-3%	?	5%	-3%	-2%	4%	-36%	2%	41%
C[N+]1(CCCCC[N+]2(C)CCCC2)CCCC1	.	3%[46.1 µM]	.	.	-9%	11%[46.1 µM]	.	.	.	-7%
CCOC(=O)CNC(c1ccccc1)c1cc(Br)ccc1NC(=O)OCC (stereo unspecified)	0%	-5%	2%	2%	0%	-3%	-3%	-19%	-1%	9%
O=C(NCCCN1CCOCC1)c1sc2cc([N+](=O)[O-])ccc2c1Cl	3%	0%	?	-1%	?	-6%	-3%	1%	?	-20%
Cn1ccc2ccc(C3=CC(=O)C[C@H](c4ccc(F)cc4)C3)cc21	1%	-8%	.	4%	.	-2%	-5%	-4%	-16%	.
CC1(C)Cc2c(C#N)c(SCc3nc4ccccc4[nH]3)nc(N3CCOCC3)c2CO1	-10%	2%	-3%	-1%	-7%	0%	0%	-47%	-2%	1%
Cc1ccc(C)c(S(=O)(=O)Nc2ccc(O)cc2)c1	-28%	0%	1%	-1%	-5%	0%	-1%	-22%	2%	35%
COc1ccc(/C=C/C(=O)NC(=S)NCc2ccccc2)cc1OC	-4%	-7%	1%	-6%	?	-5%	8%	-11%	-2%	2.2µM*
O=C(NCc1ccc(Cl)cc1)C(=O)NCC1OCCN1S(=O)(=O)c1ccc2c(c1)OCCO2 (stereo unspecified)	-9%	-2%	10%	-8%	1%	-8%	-3%	-22%	0%	22%
CC(C)Oc1ccc(CNCCC2(C(C)C)CCOC(C)(C)C2)cc1 (stereo unspecified)	-3%	1%	0%	-2%	0%	-4%	-7%	-14%	-1%	1%
Cc1cccc(N/C=C/C(=O)c2cccs2)c1C	126%	29%	15%	-8%	?	?	1.8µM*	-3%	0.34µM*	10µM*
CCOc1ccc(NC(=O)CN(C)C(=O)c2ccncc2)cc1OCC	12%	-7%	-6%	6%	5%	-6%	10%	6%	-6%	-20%
CCC(=O)NC(c1ccc([N+](=O)[O-])cc1)c1c(O)ccc2ccccc12 (stereo unspecified)	-13%	0%	10%	.	11µM*	-13%	-7%	-44%	3%	?

Whole records as entered above. Order of values: p53 reactivation | NPC1 prom act | MBNL1-CUG inh | uPA generation | VP16 counter | Rab9 prom act | ELG1 genotoxic | BRCA1 expr up | FLuc modulator | RORg inh
CCC(=O)NC(c1ccc([N+](=O)[O-])cc1)c1c(O)ccc2ccccc12 (stereo unspecified) is entered as -13% | 0% | 10% | . | 11µM* | -13% | -7% | -44% | 3% | ?
Cc1cccc(N/C=C/C(=O)c2cccs2)c1C is entered as 126% | 29% | 15% | -8% | ? | ? | 1.8µM* | -3% | 0.34µM* | 10µM*
O=C(NCCCN1CCOCC1)c1sc2cc([N+](=O)[O-])ccc2c1Cl is entered as 3% | 0% | ? | -1% | ? | -6% | -3% | 1% | ? | -20%
